Jurkat NFkB inh – inhibitors of induced NF-kB luciferase reporter, primary screen, TCR NF-kB activation inhibitor project, cell-based, luminescence, uHTS; Jurkat, PMA/ionomycin-induced NF-kB luciferase reporter; inhibition, % at 4 µM; 330,000 compounds, 0.53% hits; in the data active = inhibition above about 50%
CCR6 antag – CCR6 receptor antagonists, primary screen, cell-based, CHO-K1, luminescence, beta-arrestin, uHTS | 340,000 compounds, 0.49% hits | CHO-K1 CCR6 PathHunter beta-arrestin, CCL20-stimulated | inhibition, % at 20 µM;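 active = compounds whose inhibition of the agonist-driven luminescence signal at 20 µM reaches about 50%, limit read from the data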;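 note: cells stimulated with CCL20 at 14 nM final; plate controls were DMSO with CCL20 for no effect and DMSO without agonist for full effect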
Target sequence (P51684 whole entry, looked up): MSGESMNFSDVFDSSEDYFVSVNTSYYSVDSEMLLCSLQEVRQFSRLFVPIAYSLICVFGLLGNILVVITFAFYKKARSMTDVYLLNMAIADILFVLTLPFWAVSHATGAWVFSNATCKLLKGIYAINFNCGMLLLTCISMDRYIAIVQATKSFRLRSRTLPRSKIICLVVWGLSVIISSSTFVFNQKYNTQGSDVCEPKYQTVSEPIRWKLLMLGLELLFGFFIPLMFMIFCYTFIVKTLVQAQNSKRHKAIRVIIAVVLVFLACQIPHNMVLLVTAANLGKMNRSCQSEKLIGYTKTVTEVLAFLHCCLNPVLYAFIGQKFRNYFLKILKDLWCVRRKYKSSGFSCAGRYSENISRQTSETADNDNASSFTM
Mdm2-MdmX inh – inhibitors of human Mdm2-MdmX association, primary screen, cell-based, luminescence, split luciferase, SaOS-2, uHTS; Protein Mdm4 (Homo sapiens) + E3 ubiquitin-protein ligase Mdm2 (Homo sapiens), …; SaOS-2 split-luciferase Mdm2/MdmX complementation; inhibition, % at 8 µM; 330,000 compounds, 3% hits; AID 485346, 2010;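 active = inhibition of at least 50% at 8 µM in the primary screen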
CXCR6 block – CXCR6 receptor inhibitors, primary screen, cell-based, beta-arrestin, luminescence, CHO-K1 PathHunter, 1536-well; C-X-C chemokine receptor type 6 (Homo sapiens), O00574; inhibition, % at 20 µM; 360,000 compounds, 0.36% hits; AID 602244, 2012; in the data active = inhibition above about 34%, passing the limit was not always enough;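 note: antagonist mode with CXCL16 agonist at 10 nM final; 0% = 10 nM CXCL16 with DMSO and 100% = unstimulated wells without agonist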
Target sequence (O00574 whole entry, looked up): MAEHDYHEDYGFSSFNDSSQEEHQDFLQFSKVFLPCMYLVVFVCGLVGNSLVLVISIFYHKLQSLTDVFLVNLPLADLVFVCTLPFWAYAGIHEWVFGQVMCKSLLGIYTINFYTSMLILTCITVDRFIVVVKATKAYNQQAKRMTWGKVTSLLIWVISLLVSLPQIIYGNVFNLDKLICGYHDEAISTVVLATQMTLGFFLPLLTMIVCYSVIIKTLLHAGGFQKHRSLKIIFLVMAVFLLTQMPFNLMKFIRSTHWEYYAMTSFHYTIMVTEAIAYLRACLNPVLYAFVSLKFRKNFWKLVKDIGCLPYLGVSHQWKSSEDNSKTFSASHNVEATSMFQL
697 NFkB inh – inhibitors of PMA/ionomycin-induced NF-kB reporter, 697 cells, primary screen, B-cell NF-kB inhibitor project, cell-based, luminescence, uHTS. 697 B-cell NF-kB luciferase reporter, 16 h. inhibition, % at 4 µM. 330,000 compounds, 0.33% hits; in the data active = inhibition above about 35%
Gli-Sufu block – Gli-Sufu pathway antagonists, primary screen, luciferase luminescence, Sufu-KO-LIGHT cells, uHTS; AID 588413, 2011; Sufu-KO-LIGHT fibroblasts, Gli luciferase reporter luminescence; 340,000 compounds, 0.74% hits; inhibition, % at 5 µM;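 active = inhibition above about 55%, limit read from the data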;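 note: 0% = DMSO-treated cells and 100% = wells with medium but no cells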
XBP1 UPR activ – activators of adaptive XBP1 UPR arm, primary screen, cell-based, CHO-XBP1 luciferase reporter, luminescence, uHTS | activation, % at 20 µM | 330,000 compounds, 0.33% hits | AID 463104, 2010 | IRE1-XBP1 UPR activation; percent of tunicamycin response, DMSO as zero;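 active = versus positive control, 20 µM dose yields 30% or more activation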;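 note: 100% = tunicamycin at 10 µg/mL and 0% = DMSO only wells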
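Material: CHO cell line with stable XBP1 luciferase reporter; schedule: 16-18 h cell attachment at 37 °C, then 6 h compound exposure; signal: glow luminescence from Steady-Glo reagent; medium: serum-containing F12 medium, 10% FBS; benchmarks: tunicamycin 10 µg/mL and vehicle-only wells; read-out: percent activation relative to tunicamycin reference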
CHOP UPR activ – activators of apoptotic CHOP UPR arm, primary screen, cell-based, CHO-CHOP luciferase reporter, luminescence, uHTS | 330,000 compounds, 0.34% hits | UPR activation; percent of tunicamycin response over DMSO baseline | activation, % at 10 µM;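 active = at 10 µM dose, activation of 40% or more, normalized to positive control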;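 note: 100% = tunicamycin at 10 µg/mL and 0% = DMSO alone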
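System: CHO CHOP reporter cells. Amount: 500 cells per well. Buffer or medium: F12 medium, 10% FBS. Compound dosing: one dose, 10 µM in 0.5% DMSO. Incubation: 6 h compound exposure at 37 °C after overnight seeding. Technique: Steady-Glo luciferase luminescence. Benchmarks: tunicamycin and DMSO controls.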
EBI2 antag – EBI2 receptor antagonists, beta-arrestin recruitment, primary screen, cell-based, luminescence, 7a,25-OHC stimulation, uHTS; G-protein coupled receptor 183 (Homo sapiens), P32249; 7a,25-OHC stimulated; inhibition, % at 5 µM; 360,000 compounds, 0.81% hits; in the data active = inhibition above about 38%;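 note: enzyme fragment complementation signal reports receptor beta-arrestin coupling in cells; 0% = agonist plus DMSO wells and 100% = wells without agonist; some results beyond the cut were filed as inactive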
Target sequence (P32249 whole entry, looked up, the tested form may be a part): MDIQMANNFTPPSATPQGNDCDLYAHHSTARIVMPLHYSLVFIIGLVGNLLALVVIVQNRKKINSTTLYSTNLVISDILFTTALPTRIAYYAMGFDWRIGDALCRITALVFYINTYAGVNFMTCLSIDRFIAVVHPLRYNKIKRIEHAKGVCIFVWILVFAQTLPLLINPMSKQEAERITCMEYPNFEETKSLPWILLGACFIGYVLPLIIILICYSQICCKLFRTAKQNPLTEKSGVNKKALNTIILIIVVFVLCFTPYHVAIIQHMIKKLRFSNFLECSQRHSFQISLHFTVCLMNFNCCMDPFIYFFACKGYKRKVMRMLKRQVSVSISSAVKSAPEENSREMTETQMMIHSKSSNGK
An asterisk follows results filed as active; · = not tested or not shown.

Abbreviations – A = Jurkat NFkB inh; B = CCR6 antag; C = Mdm2-MdmX inh; D = CXCR6 block; E = 697 NFkB inh; F = Gli-Sufu block; G = XBP1 UPR activ; H = CHOP UPR activ; I = EBI2 antag
Cc1ccc(NC(=O)C(Cc2ccccc2)n2cccc2)cc1 (configuration not stated)
  A: 6	B: 6	C: 3	D: 1	E: -13	F: 0	G: 0	H: 0.7	I: -14

Cc1[nH]c2ccccc2c1C(=O)CN1CCCC(C)C1 (configuration not stated)
  A: -13	B: -9	C: 18	D: 1	E: 9	F: 9	G: -7	H: -2.9	I: -9

CCC1(c2cccc(Cl)c2)NC(=O)N(Cc2cc(C(=O)OC)c(C)o2)C1=O (configuration not stated)
  A: 3	B: 11	C: 0	D: 0	E: -3	F: 3	G: 0	H: -0.9	I: 7

CC(C)CN1CCN(Cc2cccc3ncccc23)CC1CCO (configuration not stated)
  A: -4	B: -7	C: -12	D: 9	E: 9	F: 3	G: 4	H: -0.2	I: -2

CCC(CC)NC(=O)C1CC(=O)N(CCc2ccc(F)cc2)C1 (configuration not stated)
  A: -18	B: 5	C: 19	D: -8	E: -6	F: -4	G: -4	H: 0.3	I: 0

N=c1n(CC(=O)c2cccs2)c2ccccc2n1Cc1ccccc1
  A: 11	B: 7	C: 31	D: 1	E: -33	F: -10	G: -1	H: -0.1	I: -8

CCOC(=O)C1=C(C)Nc2nnnn2C1c1ccccc1Cl (configuration not stated)
  A: -2	B: -14	C: -15	D: -7	E: 8	F: 6	G: 0	H: 0.3	I: 1

COc1cc(C(=O)Nc2cc(C)ccn2)ccc1OCC(=O)N1CCOCC1
  A: -13	B: 21	C: -2	D: 4	E: -23	F: -8	G: -3	H: 3.2	I: -3

CCCCCCCc1ccc(-c2ccc(O)cc2)nc1
  A: -23	B: -6	C: -60	D: 0	E: -151	F: -57	G: 2	H: 7.5	I: -8

NC(=O)C1(N2CCCCC2)CCN(C(=O)Nc2ccccc2C(F)(F)F)CC1
  A: 8	B: 9	C: 22	D: ·	E: -27	F: -17	G: -4	H: -0.2	I: ·

CCN(C(=O)CSc1nc2ccccc2c(=O)n1-c1ccc(C)cc1)C1CCS(=O)(=O)C1 (configuration not stated)
  A: -11	B: 11	C: 5	D: 12	E: -17	F: -8	G: -1	H: 1.5	I: 4

Cn1cnnc1Sc1nc2ccccc2nc1NS(=O)(=O)c1ccccc1
  A: 10	B: 14	C: -14	D: 2	E: -12	F: -5	G: -2	H: 0.1	I: 1

COc1ccc(C(=O)/C=C/c2ccc(OC)c(O)c2)c(F)c1
  A: 13	B: 6	C: -4	D: -5	E: -3	F: 2	G: 1	H: 5.1	I: 2

COc1ccc(-c2cc(C(=O)NC3=NCCS3)c3ccccc3n2)cc1OC
  A: -6	B: 6	C: 42	D: 6	E: -6	F: -9	G: 3	H: 3.1	I: 1

Cc1cc(=O)oc2cc(OC(=O)CCN3C(=O)c4ccccc4C3=O)ccc12
  A: 1	B: 4	C: 4	D: 6	E: 4	F: 5	G: 1	H: 0.6	I: 1

C[C@H](CO)N1C[C@H](C)[C@@H](CN(C)CC2CC2)Oc2c(NC(=O)Cc3ccccc3)cccc2C1=O
  A: 2	B: 25	C: 3	D: -8	E: -1	F: 13	G: 2	H: -1.4	I: 3

Cc1ccc(-c2nnc(CSc3nnc(COc4cccc5ccccc45)n3-c3ccccc3)o2)cc1
  A: 11	B: 17	C: 63*	D: 1	E: 2	F: -16	G: -1	H: 1.9	I: 33

C/C(=N\Nc1ccc(Cl)c(C(=O)O)c1)c1cccc2ccccc12
  A: -4	B: -6	C: -7	D: -4	E: -18	F: -1	G: 0	H: 5.9	I: -5

COc1ccc(CC(=O)OCC(=O)NC(=O)NC(C)C)cc1
  A: 7	B: -7	C: -11	D: -2	E: -3	F: 2	G: -3	H: 0.0	I: -3

COc1ccc(Nc2nnc(Cc3ccc(Cl)cc3)c(=O)[nH]2)c(OC)c1
  A: -3	B: 6	C: 27	D: 8	E: 11	F: -6	G: -2	H: 0.0	I: -2

Cc1ccc(C2=Nn3c(COc4ccc(Cl)cc4)nnc3SC2CC(=O)O)cc1 (configuration not stated)
  A: 6	B: 6	C: 20	D: -3	E: 6	F: 18	G: -1	H: 0.4	I: -12

Cc1ccc(NC(=O)C2CCCN(C(=O)c3ccc(Cl)cc3)C2)cc1 (configuration not stated)
  A: 4	B: 5	C: 2	D: 8	E: -3	F: 3	G: -2	H: 2.3	I: 2

CC(=O)c1c(C)nn(CCC(=O)O)c1C
  A: 0	B: 3	C: -1	D: -4	E: 5	F: 3	G: 0	H: -0.7	I: 7

O=C(NCCCN1CCCCCC1)c1ccc(CS(=O)(=O)Cc2ccccc2F)o1
  A: ·	B: -8	C: ·	D: -8	E: ·	F: 8	G: ·	H: ·	I: 5

CN(C)S(=O)(=O)n1cnc(-c2ccccc2)c1-c1ccccc1
  A: -14	B: 12	C: 20	D: -2	E: -34	F: -11	G: -1	H: 0.9	I: 7

COc1ccc(OC)c(-c2nnc3n2N=C(c2ccc(OC)c(OCC4CC4)c2)CS3)c1
  A: -6	B: 7	C: 80*	D: 6	E: -2	F: 55	G: 32*	H: 1.4	I: -4

Cc1c(C2(O)C(=O)Nc3ccc(F)cc32)c(=O)n(-c2ccccc2)n1C (configuration not stated)
  A: 2	B: 7	C: 5	D: -3	E: 4	F: 4	G: -1	H: 0.7	I: -4

Cc1cccc(C)c1OC1(c2ccccc2)OC(=O)c2ccccc21 (configuration not stated)
  A: -4	B: 13	C: -3	D: 9	E: -34	F: 8	G: -1	H: -1.1	I: 25

CC(CCC(=O)O)C1CC[C@H]2C3CCC4CC(=O)CCC4(C)[C@H]3CC(=O)C12C (some centres not stated)
  A: -39	B: 8	C: -14	D: 11	E: -26	F: -1	G: -4	H: 0.7	I: 9

CC(/C=C/c1ccccc1)=N/O
  A: -12	B: 14	C: 12	D: 1	E: -2	F: -14	G: 2	H: 0.5	I: 3

O=c1cc(-c2ccccc2)nc(N2CCN(Cc3ccccc3)CC2)[nH]1
  A: 5	B: 1	C: 9	D: -9	E: 5	F: -3	G: 2	H: -0.7	I: 5

Cc1nn(Cc2ccc(Cl)cc2)c(C)c1NC(=O)c1noc2c1CCc1ccccc1-2
  A: -8	B: 1	C: 16	D: -6	E: 14	F: -10	G: -1	H: -1.2	I: 3

CCOC(=O)N1CCC(NC(=O)c2cc3cc4cc(OC)ccc4nc3o2)CC1
  A: -5	B: -24	C: 11	D: -4	E: 2	F: -48	G: 2	H: 2.8	I: -6

CCc1ccc(N(CC(=O)NCc2cccnc2)S(=O)(=O)c2ccccc2)cc1
  A: 4	B: -2	C: 10	D: 1	E: 4	F: -1	G: -3	H: -3.4	I: -7

Cc1cccc(-n2c(SCC(=O)NCc3ccc4c(c3)OCO4)nc3ccccc3c2=O)c1
  A: -10	B: 7	C: -7	D: -8	E: 2	F: 22	G: -3	H: -0.3	I: -2

CC(=O)Oc1ccc(C(=O)Nc2ccc(S(=O)(=O)NCC3CCCO3)cc2)cc1 (configuration not stated)
  A: 16	B: -13	C: 28	D: -5	E: 3	F: -11	G: -5	H: 0.8	I: -5

Cc1noc(C)c1-c1nc(CS(=O)(=O)c2ccc(Cl)cc2)no1
  A: -2	B: 16	C: 10	D: 8	E: 15	F: 4	G: 1	H: 0.1	I: 6

COc1ccc2c(c1)CCN(C(=O)CCl)C2C1C(=O)CCCC1=O (configuration not stated)
  A: 10	B: 1	C: 11	D: -3	E: 25	F: -4	G: -1	H: -1.4	I: -7

O=C(COC(=O)CSc1ccc(F)cc1)NNC(=O)c1ccc([N+](=O)[O-])cc1
  A: -18	B: 2	C: 8	D: -9	E: -15	F: -2	G: -3	H: 0.0	I: -2

COC(=O)C1=C(C)OC(N)=C(C#N)C1c1ccsc1 (configuration not stated)
  A: 4	B: 3	C: -6	D: 10	E: 9	F: 0	G: 0	H: -1.9	I: -8

CC(C)C(C)NC(=O)COc1ncnc2ccccc12 (configuration not stated)
  A: 1	B: 2	C: -7	D: -1	E: 1	F: -3	G: -3	H: 0.1	I: -11

O=C(Cc1n[nH]c(=O)c2ccccc12)OCC(=O)c1ccc(OC(F)F)cc1OC(F)F
  A: -12	B: 26	C: -13	D: 10	E: -20	F: -7	G: -1	H: 0.4	I: -5

CCCCC(C(=O)NC(C)(C)C)N(Cc1ccccc1Cl)C(=O)c1snc(C(N)=O)c1N (configuration not stated)
  A: 2	B: 0	C: 18	D: -12	E: 10	F: ·	G: -6	H: -1.2	I: -12

CCOc1ccc(N2CC(C(=O)Nc3ccc(S(=O)(=O)NCC4CCCO4)cc3)CC2=O)cc1 (configuration not stated)
  A: 7	B: -1	C: 20	D: -13	E: 13	F: -17	G: 4	H: 0.2	I: 51*

Cc1nc(SCC(=O)Nc2cccc(Cl)c2)n[nH]1
  A: 10	B: -5	C: -6	D: -4	E: 7	F: -93	G: 7	H: -1.2	I: 4

Cn1c(N2CCN(S(=O)(=O)c3ccc(F)cc3)CC2)nc2ccccc21
  A: -17	B: -4	C: -6	D: -6	E: -8	F: -2	G: -3	H: 1.8	I: 9

CCOc1ccc(CCNC(=O)C2CC(=O)N(C3CCCC3)C2)cc1OCC (configuration not stated)
  A: -13	B: -1	C: 17	D: -6	E: 4	F: -5	G: 1	H: -0.2	I: 3

CCc1cc(CNC(=O)C2CCC(=O)N(Cc3ccc(Cl)cc3)C2)on1 (configuration not stated)
  A: 18	B: 5	C: 22	D: 1	E: -2	F: -10	G: -5	H: 1.6	I: -14

CC(C)(C)c1ccc(S(=O)(=O)NCC2CCCO2)cc1 (configuration not stated)
  A: -1	B: 13	C: -13	D: 0	E: 5	F: 62*	G: -5	H: -1.0	I: -5

O=C(NN1C(=O)c2ccccc2NC1c1cccnc1)c1ccc([N+](=O)[O-])cc1 (configuration not stated)
  A: -5	B: -7	C: 0	D: -5	E: 26	F: 0	G: 2	H: 9.4	I: -11

4 compounds drawn at random from those above, as already listed:
Abbreviations – A = Jurkat NFkB inh; B = CCR6 antag; C = Mdm2-MdmX inh; D = CXCR6 block; E = 697 NFkB inh; F = Gli-Sufu block; G = XBP1 UPR activ; H = CHOP UPR activ; I = EBI2 antag
CC(/C=C/c1ccccc1)=N/O
  A: -12	B: 14	C: 12	D: 1	E: -2	F: -14	G: 2	H: 0.5	I: 3

CCOc1ccc(CCNC(=O)C2CC(=O)N(C3CCCC3)C2)cc1OCC (configuration not stated)
  A: -13	B: -1	C: 17	D: -6	E: 4	F: -5	G: 1	H: -0.2	I: 3

Cc1nn(Cc2ccc(Cl)cc2)c(C)c1NC(=O)c1noc2c1CCc1ccccc1-2
  A: -8	B: 1	C: 16	D: -6	E: 14	F: -10	G: -1	H: -1.2	I: 3

CCc1ccc(N(CC(=O)NCc2cccnc2)S(=O)(=O)c2ccccc2)cc1
  A: 4	B: -2	C: 10	D: 1	E: 4	F: -1	G: -3	H: -3.4	I: -7
